PhoP GFP inhibition = PhoP regulon inhibitors, Salmonella typhi PhoP promoter GFP reporter, confirmatory (AID 1850). Salmonella Typhi PhoP-promoter GFP reporter, fluorescence, 4 h; higher % means a stronger effect. inhibition, % at 50 µM, or IC50 in µM where a hit was titrated. 310,000 compounds, 0.33% hits; in the data active = a potency from the dose series; inconclusive = inhibition mostly from about 25% at the one dose, without a potency; inactive = the rest, 99 in 100 with inhibition below about 19%;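 note: 0% = induced wells with vehicle and 100% = uninduced wells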
H37Rv inhibition = M. tuberculosis growth inhibition, HTS (AID 449762); inhibition, % at 25 µM, or IC50 in µM where a hit was titrated; M. tuberculosis H37Rv growth inhibition, 7H9 media; higher % means a stronger effect; 330,000 compounds, 0.59% hits; in the data active = a potency from the dose series; inconclusive = inhibition above about 70% without an active follow-up result;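 note: bacterial growth assessed after seven days of incubation; strong numbers were not always called active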
inhibitors of VEEV = inhibitors of VEEV TC-83 cytopathic effect, confirmation, Vero cells (AID 588727) | Vero cells, VEEV TC-83 cytopathic effect inhibition; higher % means a stronger effect | 350,000 compounds, 0.13% hits | inhibition, % at 20 µM; hits with a dose series show IC50 in µM; in the data active = a potency from the dose series; inconclusive = inhibition mostly from about 14% at the one dose, without a potency; inactive = the rest, 99 in 100 with inhibition below about 12%; note: strong numbers were not always called active
H1N1 NS1A inhibition = H1N1 influenza NS1A inhibitors, functional cell based assay (AID 504329); NS1A functional cell-based assay, percent inhibition; higher % means a stronger effect; inhibition, % at 12.5 µM; hits with a dose series show IC50 in µM; 340,000 compounds, 0.3% hits; in the data active = a potency from the dose series; inconclusive = inhibition above about 27% without an active follow-up result; note: strong numbers were not always called active
M. tuberculosis = growth inhibition of non-replicating M. tuberculosis (AID 488890); Mycobacterium tuberculosis non-replicating, growth inhibition; higher % means a stronger effect; inhibition, % at 25 µM; hits with a dose series show IC50 in µM; 320,000 compounds, 0.39% hits; in the data active = a potency from the dose series; inconclusive = inhibition mostly from about 82% at the one dose, without a potency; inactive = the rest, 99 in 100 with inhibition below about 76%;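 note: plate controls were DMSO cells for no effect and high antibiotic wells for full effect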
inhibitors of VEEV 10K pilot screen = further read-out of inhibitors of VEEV, marked with its call; inhibition, %; measured here: 10K pilot screen inhibition
* marks the source's active call; other numbers are inactive results; i = inactive; ? = inconclusive; nt = not tested or not shown. Random draw from the library. Share with any hit: about 1.4%.

SMILES | PhoP GFP inhibition | H37Rv inhibition | inhibitors of VEEV | H1N1 NS1A inhibition | M. tuberculosis | others
CCOCCCN1C(=O)C(O)=C(C(C)=O)C1c1cccs1 (configuration not stated) | 9% | 8% | 0.3% | -2% | 7%
COc1cccc(/C=N/Nc2ncnc(Cl)c2N)c1O | -4% | ? | 11% | 3.6µM* | 56%
CC(C)c1nnc(NC(=O)COC(=O)/C=C/c2ccc([N+](=O)[O-])cc2)s1 | -5% | -6% | 2.8% | -9% | 27%
COC(=O)c1cc(OC)c(OC)cc1N1C(=O)CCCC1=O | -3% | 0% | i | -13% | -15%
Cc1ccc([N+](=O)[O-])c(C(=O)Nc2cccnc2Cl)c1 | -8% | 0% | i | -15% | 16%
COc1cc(S(=O)(=O)N2CCOCC2)ccc1NC(=O)COC(=O)c1ccccn1 | 1% | 3% | 0.3% | 2% | -1%
Cc1ccc(N(CC(=O)NCC2CCCO2)C(=O)CCC(=O)Nc2nccs2)cc1 (configuration not stated) | 5% | -6% | 0.7% | -2% | -14%
CC1CCN(C(=O)COc2cccc3c2CCN(Cc2ccccc2)C3=O)CC1 | -4% | 0% | 8.4% | 6% | 32%
Clc1ccc(CSc2nncn2-c2ccccn2)cc1 | 7% | 3% | i | 2% | 23%
Cc1ccccc1NC(=S)NCCc1ccccn1 | 5% | 0% | 1.9% | -11% | -7%
Cc1cccc(C)c1OCCSc1n[nH]c(N)n1 | 19% | -3% | 1.0% | 0% | -5%
CCCC1c2ccc(C)n2CCN1C(=O)Nc1ccc(F)cc1 (configuration not stated) | -7% | -3% | 0.7% | 17% | 6%
COC(=O)CCN(C(=O)c1ccc(OC(C)=O)cc1)c1ccccn1 | -1% | 3% | 0.1% | 6% | 1%
CCn1c(CC(=O)Nc2cccc(OC)c2)nnc1SCC(=O)N1CCN(c2ccccc2)CC1 | -12% | 1% | 3.2% | 0% | 17%
Nn1c(SCC(=O)Nc2nccs2)nnc1C1CC1 | -11% | -13% | 1.9% | 21% | 0%
O=C(OC(C(=O)NCC1CCCO1)c1ccccn1)c1cccs1 (configuration not stated) | -2% | -2% | i | -1% | -7%
CCOc1ccc(CN2CCN(Cc3cnc(-c4ccccc4)s3)CC2CCO)cc1 (configuration not stated) | -5% | ? | i | -10% | 52%
O=C(c1ccco1)N1CCCC(Nc2ccc3c(c2)OCCO3)C1 (configuration not stated) | -9% | -6% | 2.5% | -3% | 7%
Cc1ncc([N+](=O)[O-])n1CCOC(=O)C12CC3CC(CC(C3)C1)C2 | 6% | -5% | 2.2% | -12% | 1%
CCOc1ccc2nc(NC(=O)c3ccccn3)sc2c1 | -4% | ? | 27% | -30% | 1µM*
O=C(CSc1nc(N2CCOCC2)nc(N2CCOCC2)n1)Nc1ccccc1F | 4% | -8% | 4.1% | -6% | -8%
C(=NOCCc1ccccc1)c1ccccn1 | nt | nt | 3.5% | -2% | nt
Cc1ccc(S(=O)(=O)Nc2cc(C(=O)NCCN(C)C)ccc2N2CCCC2)cc1 | 7% | 3% | i | 2% | 0%
CCOc1ccc(NC(=O)COC(=O)Cn2nc(C)c([N+](=O)[O-])c2C)cc1OCC | nt | 2% | 1.0% | -9% | 0%
N#Cc1c(-c2ccco2)nc(SCC(=O)Nc2ccc(S(N)(=O)=O)cc2)[nH]c1=O | -16% | -13% | nt | nt | 4%
FCCN(CCF)c1cccc(Cl)c1 | -2% | -1% | nt | nt | -17%
CSCCC(NC(=O)c1ccccc1Br)C(=O)NCCCn1nc(C)cc1C (configuration not stated) | -2% | -2% | 1.7% | -13% | -3%
CCOC(=O)Cc1csc(NC(=O)CS(=O)(=O)Cc2ccccc2)n1 | 5% | 5% | 1.4% | 3% | 5%
Cc1ccc(C2=NS(=O)(=O)N(C)C(C(=O)Nc3cc(C)n(CC(=O)N4CCC(C)CC4)n3)=C2)cc1 | -1% | -7% | 2.0% | -7% | -3%
CC1(C(=O)Nc2nnc(C(C)(C)C)s2)Cc2ccccc2C(=O)O1 (configuration not stated) | 2% | -7% | 2.2% | -4% | 18%
Cc1oc(S(=O)(=O)N2CCCCC2)cc1NC(=O)Nc1ccccc1 | 2% | 2% | 1.0% | -20% | 4%
Cc1ccc(-c2nnc(OCc3nc4ccccc4n3C)c3ccccc23)cc1 | 2% | 1% | 1.1% | 7% | 13%
CCOc1ccc(NC(=O)c2ccc(NC(=O)CSc3nc4ccccc4c(=O)[nH]3)cc2)cc1 | 2% | -4% | i | 6% | -22%
CCOc1ccc(S(=O)(=O)NCc2ccc(C)cc2)c2cccnc12 | 0% | -2% | 1.2% | -11% | 4%
Cc1cc(NC(=O)CSc2nnc(CNC(=O)c3ccc(F)cc3)o2)no1 | -7% | -19% | 3.4% | -9% | -11%
O=C(COc1ccc(N2CC(C(=O)O)CC2=O)cc1)Nc1cccc(C(F)(F)F)c1 (configuration not stated) | -2% | -1% | 0.6% | -2% | -15%
C=CCNC(=O)c1onc(CSc2ccccn2)c1C(=O)NCC=C | 3% | 1% | 0.7% | 8% | -5%
CCC(=O)NC(c1ccc(Cl)cc1Cl)c1ccc2cccnc2c1O (configuration not stated) | -4% | 25% | 4.7% | 7% | -7%
CC1CCC(NC(=O)CCNC(=O)c2ccc(Br)cc2)CC1 (configuration not stated) | -5% | 26% | 0.8% | 11% | 68%
O=C(OCC(=O)N1CCOCC1)c1ccc(Cl)c(S(=O)(=O)N2CCc3ccccc32)c1 | nt | 1% | 0.8% | 2% | 4%

Grouped by structure, the entries above with bromine (two)
SMILES | PhoP GFP inhibition | H37Rv inhibition | inhibitors of VEEV | H1N1 NS1A inhibition | M. tuberculosis | others
CSCCC(NC(=O)c1ccccc1Br)C(=O)NCCCn1nc(C)cc1C (configuration not stated) | -2% | -2% | 1.7% | -13% | -3%
CC1CCC(NC(=O)CCNC(=O)c2ccc(Br)cc2)CC1 (configuration not stated) | -5% | 26% | 0.8% | 11% | 68%

4 entries picked at random from the list so far, as already listed:
SMILES | PhoP GFP inhibition | H37Rv inhibition | inhibitors of VEEV | H1N1 NS1A inhibition | M. tuberculosis | others
FCCN(CCF)c1cccc(Cl)c1 | -2% | -1% | nt | nt | -17%
Cc1cc(NC(=O)CSc2nnc(CNC(=O)c3ccc(F)cc3)o2)no1 | -7% | -19% | 3.4% | -9% | -11%
Cc1oc(S(=O)(=O)N2CCCCC2)cc1NC(=O)Nc1ccccc1 | 2% | 2% | 1.0% | -20% | 4%
CCC(=O)NC(c1ccc(Cl)cc1Cl)c1ccc2cccnc2c1O (configuration not stated) | -4% | 25% | 4.7% | 7% | -7%

Other compounds.
SMILES | PhoP GFP inhibition | H37Rv inhibition | inhibitors of VEEV | H1N1 NS1A inhibition | M. tuberculosis | others
COC(=O)c1ccc(N=Cc2c(-c3ccccc3)[nH][nH]c2=O)cc1 | -8% | ? | 1.6% | -3% | 1%
S=C1Cc2ccccc2N1 | nt | nt | 6.4% | 5% | nt
COC(=O)CN1C(CN2CCOCC2)=Nc2ccc(Br)cc2C1c1ccccc1 (configuration not stated) | -4% | 26% | 2.3% | nt | 46%
COc1ccc(-n2c(SCC(=O)N3CCCCC3C)nnc2-c2cccnc2)cc1 (configuration not stated) | 10% | 4% | 0.4% | 10% | 4%
CC(Oc1cccc(Cl)c1)C(=O)Nc1cc(S(=O)(=O)N2CCOCC2)ccc1N1CCCC1 (configuration not stated) | 3% | -3% | i | 11% | -2%
CCc1cc2c(=O)c(-c3ccc4c(c3)OCO4)coc2c(CN(C)C)c1O | -5% | 0% | 0.6% | 16% | -8%
Cc1oc2cc(O)cc(C)c2c(=O)c1-c1cnn(-c2ccccc2)c1 | 2% | 2% | 11% | 1% | 2%
Cc1nn(C)c(C(=O)NNC(=S)NC2CCCCC2)c1Cl | -3% | 3% | 0.4% | 2% | -10%
CCc1ccc(N2CC(C(=O)OCC(=O)Nc3ccc([N+](=O)[O-])cc3)CC2=O)cc1 (configuration not stated) | nt | 4% | 0.4% | 2% | 12%
O=C(O)C1C2CC3CC(C2)CC1(n1ncc(N2CCC4(CC2)OCCO4)c(Cl)c1=O)C3 (configuration not stated) | -4% | 1% | 1.0% | -2% | -2%
COc1ccccc1C1CCN(C(=S)Nc2ccc(Br)cc2)CC1 | 3% | 1% | 5.1% | 0% | 2%
Cc1ccccc1N=Nc1c(O)n(C)c2ccccc12 | 2% | 34% | 0.0% | -26% | 20%
O[C@@H]1C2CCCC1[C@]1(O)CCCCC1C2 (some centres not stated) | 0% | -5% | i | -3% | -3%
CCN(CC)C(=O)c1cccc(NC(=O)C2=COCCO2)c1 | nt | -11% | 2.1% | -1% | -8%
N#C/C(=C\Nc1ccccn1)S(=O)(=O)c1ccc(Cl)cc1 | -1% | 4% | 0.6% | 0% | -1%
CCOc1ccc(NC(=O)CS(=O)(=O)c2cn(CC)c3ccccc23)cc1 | -6% | -6% | 3.2% | -8% | 14%
COCCOCC(=O)Nc1ccc(S(=O)(=O)Nc2cc(C)nc(C)n2)cc1 | 6% | 0% | 0.4% | 18% | -3%
O=C(C1CC1)N1CCc2cc(S(=O)(=O)N3CCCc4ccccc43)ccc21 | -1% | 7% | i | 1% | -1%
O=C(Nc1c(C(=O)N2CCOCC2)oc2ccccc12)c1ccccc1Cl | -4% | 1% | i | -29% | -3%
Cc1ccc(-c2n[nH]c(=S)c3ccccc23)cc1S(=O)(=O)NCC1CCCO1 (configuration not stated) | 1% | -7% | 8.4% | 6% | -18%
O=C1CCc2ccccc2O1 | nt | -5% | 0.4% | -7% | 3%
O=C(O)C(c1ccccc1)N1C(=O)/C(=C\c2ccc(O)c(O)c2)SC1=S (configuration not stated) | -3% | 13% | i | 11% | 16%
Cc1sc(NC(=S)NC(=O)c2cccs2)nc1-c1ccc(C(C)C)cc1 | 1% | -2% | 1.5% | 7% | 1%
Cc1ccc2sc(NNC(=O)c3ccc4c(c3)OCCO4)nc2c1C | -1% | 8% | i | -10% | nt
Cc1cc(NC(=O)CN2C(=O)NC(C)(c3ccc(OC(F)F)cc3)C2=O)no1 (configuration not stated) | 6% | -7% | 5.8% | 6% | 1%
Cn1nc(-c2ccc(OCC(=O)Nc3ccccc3)cc2)c2ccccc2c1=O | 9% | -4% | 2.8% | 0% | ?
COCc1cc(Sc2ccc(Cl)cc2Cl)nc(-c2ccccc2)n1 | -5% | 20% | 1.9% | -12% | 7%
Cc1c(CCC(=O)N2CCC(C(=O)NCCCCCC(=O)O)CC2)c(=O)oc2cc3oc4c(c3cc12)CCCC4 | -3% | 3% | i | -1% | 17%
C=CC[n+]1cccc(-c2cc3ccc(C)cc3[nH]2)c1 | 14% | 2% | i | -12% | 9%
C/C(=N\NC(=O)c1cccc(S(=O)(=O)N2CCOCC2)c1)c1ccc(OCC(=O)N(C)C)cc1 | -7% | -2% | 1.3% | -5% | -11%
O=C(NN1C(=O)C2C(C1=O)C1C=CC2C12CC2)c1cccc(Cl)c1 (configuration not stated) | 5% | 5% | 1.2% | -10% | 1%
CCN(CC)P(=S)(c1c(C)nc2ccccn12)c1c(C)nc2ccccn12 | -4% | 0% | 0.5% | 6% | 5%
Cc1ccc(S(=O)(=O)NNC(=O)c2ccc3ccccc3n2)cc1 | 0% | 15% | 2.1% | -3% | 37%
Cc1ccc(CS(=O)(=O)Cc2ccc(C(=O)NCCCN3CCOCC3)o2)cc1 | 2% | -6% | i | -1% | -1%
CC(C)(C)c1csc(NC(=O)CCc2ccccc2)n1 | -6% | 2% | 4.3% | 2% | 38%
C=CCn1ccc(O)c(Cc2ccc(Cl)cc2)c1=O | 2% | 3% | 0.4% | -7% | -27%
Cc1cc(C)c([N+](=O)[O-])cc1-c1ccc(/C=N/c2c(-c3ccco3)nc3ccccn23)o1 | -4% | 5% | 5.8% | 4% | 8%
CC[C@]12c3[nH]c4cc(-c5ccco5)ccc4c3CCN1C(=O)[C@@H](CC(=O)NCc1ccc(OC)c(OC)c1)C[C@@H]2C(=O)N1CCN(C(=O)C2CC2)CC1 | nt | nt | i | 0% | nt
O=C(NCCc1cccc(Cl)c1)c1cccs1 | 6% | -2% | 1.3% | 8% | 39%
CC(C)Oc1cccc(NC(=O)c2cccn(Cc3ccc4c(c3)OC(F)(F)O4)c2=O)c1 | 0% | -4% | i | 0% | -4%
Cc1ccc2c(c1)c1nc3ccccc3nc1n2CCN1CCOCC1 | 21% | 58% | 1.4% | 1% | nt
O=C(O)CCc1ccc(NCc2cccc(Oc3ccccc3)c2)cc1 | -4% | 19% | i | 0% | -6% | inhibitors of VEEV 10K pilot screen=0.8

Screens deposited in PubChem by Southern Research Specialized Biocontainment Screening Center.
